Bioassay records (PubChem)
Rin1 Abl inh: blocks binding of human Rin1 to Abl; P00519+Q13671; TR-FRET Rin1/Abl binding, biochemical; inhibition, % at 7.35 µM; hit rate 0.4% among 360,000; AID 588664; in the data active = inhibition above about 5%, passing the limit was not always enough
SUMO1 PPI mod: modulators of human SUMO1-mediated protein-protein interactions. P63165. SUMO1 binding to a labelled peptide, TR-FRET, 1 h. inhibition, % at 20 µM. hit rate 0.33% among 360,000; in the data active = inhibition above about 37%
NadD block: inhibitors of Staphylococcus aureus NadD; purified NadD enzyme, colorimetric absorbance read-out; AID 602399; hit rate 0.78% among 360,000; inhibition, % at 20 µM; in the data active = inhibition above about 26%; note: some compounds past the cut are filed as inactive
DNMT1 inh: blocks human DNA methyltransferase DNMT1 | P26358 | DNMT1 molecular beacon, Hinp1I cleavage, fluorescence | inhibition (reported as % activation of signal), % at 10 µM | hit rate 0.83% among 360,000 | AID 588458; in the data active = inhibition above about 50%
Target sequence (P26358 504-1616 limits assumed): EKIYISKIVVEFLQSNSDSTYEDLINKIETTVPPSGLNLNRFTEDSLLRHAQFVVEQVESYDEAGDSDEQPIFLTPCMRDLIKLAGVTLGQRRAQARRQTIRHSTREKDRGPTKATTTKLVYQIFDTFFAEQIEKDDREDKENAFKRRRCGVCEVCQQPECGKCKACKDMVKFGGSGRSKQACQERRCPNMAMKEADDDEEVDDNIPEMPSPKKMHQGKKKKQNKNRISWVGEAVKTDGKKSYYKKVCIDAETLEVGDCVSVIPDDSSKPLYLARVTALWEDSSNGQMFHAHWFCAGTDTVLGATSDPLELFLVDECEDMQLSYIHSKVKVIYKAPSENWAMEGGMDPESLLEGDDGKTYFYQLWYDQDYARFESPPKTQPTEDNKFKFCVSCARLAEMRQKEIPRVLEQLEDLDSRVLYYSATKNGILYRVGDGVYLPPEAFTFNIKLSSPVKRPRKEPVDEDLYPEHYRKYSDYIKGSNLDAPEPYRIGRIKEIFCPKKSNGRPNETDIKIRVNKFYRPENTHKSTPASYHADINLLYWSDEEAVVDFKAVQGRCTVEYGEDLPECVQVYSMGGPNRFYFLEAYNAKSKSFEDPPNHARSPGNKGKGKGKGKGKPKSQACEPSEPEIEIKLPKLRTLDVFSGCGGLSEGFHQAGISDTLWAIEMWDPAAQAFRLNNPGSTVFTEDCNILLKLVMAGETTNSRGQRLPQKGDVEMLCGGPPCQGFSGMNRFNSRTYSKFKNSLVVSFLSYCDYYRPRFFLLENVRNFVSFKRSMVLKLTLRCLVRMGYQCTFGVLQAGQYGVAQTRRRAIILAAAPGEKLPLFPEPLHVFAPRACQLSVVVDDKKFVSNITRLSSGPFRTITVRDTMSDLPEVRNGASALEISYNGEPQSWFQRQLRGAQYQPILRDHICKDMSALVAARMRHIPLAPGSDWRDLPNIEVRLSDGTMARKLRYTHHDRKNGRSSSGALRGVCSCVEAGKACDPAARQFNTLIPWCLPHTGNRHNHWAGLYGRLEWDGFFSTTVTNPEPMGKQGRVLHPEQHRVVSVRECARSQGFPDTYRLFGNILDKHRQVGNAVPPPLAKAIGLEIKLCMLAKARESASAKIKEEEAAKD
Neddylation inh: blocks human cullin neddylation; TR-FRET cullin neddylation, biochemical; calls only at 25 µM; P61081+Q13564; hit rate 0.58% among 360,000; in the data active = inhibition above about 36%
Rpn11 block: blocks the human proteasome subunit Rpn11. human 26S proteasome, Ub4-pepOG fluorescence polarization; 20S core pre-blocked with epoxomicin. calls only at 20 µM. hit rate 0.59% among 360,000. AID 588493;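 active = inhibition at 20 µM, scaled to each plate's controls, above about 33%, limit read from the data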
STEP block: blocks human striatal-enriched tyrosine phosphatase. AID 588621. P54829. recombinant STEP, OMFP fluorogenic substrate, fluorescence. inhibition, % at 20 µM. hit rate 0.25% among 360,000;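 active = inhibition at 20 µM, scaled per plate between control wells, above about 37%, limit read from the data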;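 note: 0% = DMSO with enzyme and substrate and 100% = substrate only without enzyme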
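Also added – OMFP at 25 µM · Test system – STEP tyrosine phosphatase · Technique – FITC-channel fluorescence of OMFP product · Schedule – 20 min at room temperature, dark · Evaluation – control-normalized % inhibition with plate pattern correction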
LMPTP block: blocks human LMPTP phosphatase; inhibition, % at 20 µM; recombinant LMPTP-A, OMFP fluorogenic substrate, fluorescence intensity; P24666; AID 651560; hit rate 0.22% among 360,000;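 active = compounds that cut the enzyme signal by at least half of the control window in the single-dose screen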;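 note: plate controls were DMSO wells with enzyme plus substrate for no effect and substrate without enzyme for full effect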
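Material: LMPTP-A; amount: 0.625 nM enzyme; doses: single 20 µM dose; times: reaction 50 min, room temperature, dark; technique: fluorescence intensity of OMFP turnover product; benchmarks: no-enzyme and uninhibited controls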
Scp-1 inhibitor: inhibitors of human Scp-1 phosphatase; hit rate 0.88% among 340,000; Recombinant Scp1, phosphopeptide, malachite green phosphate absorbance; Q9GZU7; inhibition, % at 20 µM;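 active = inhibition above about 50% at 20 µM, limit read from the data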;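 note: plate controls were DMSO wells with enzyme for no effect and wells lacking enzyme for full effect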
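Assay system: SCP-1 catalytic fragment, aa 76-261 | Buffer or medium: Tris acetate buffer pH 5.5 with MgCl2 and Tween-20 | Compound: One concentration, 20 µM, with 1.0% DMSO | Also added: Phospho 17-mer peptide substrate | Signal: Absorbance at 630 nm | Incubation: 45 min enzyme reaction at room temperature | Measure: % inhibition of SCP-1 phosphate liberation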
CSN inh: inhibitors of human CSN-mediated cullin deneddylation; Purified CSN, SCF-Nedd8-OG deneddylation, fluorescence polarization; inhibition, % at 12.5 µM; hit rate 0.38% among 360,000;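 active = pattern-corrected inhibition above about 35%, with an unprinted fluorescence ratio check between 0.5 and 1.5, limit read from the data, passing the limit was not always enough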;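 note: 0% = enzyme with substrate and 100% = substrate without enzyme; some results filed as inactive read as strong as hits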
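Material: human Csn5 produced in HEK293T cells; Input: enzyme 0.24 nM; Reagent: SCFSkp2-Nedd8OG substrate at 10 nM final; Dosing: 12.5 µM compound; Incubation: 90 min reaction at room temperature; Detection: fluorescence polarization of the substrate; Evaluation: % inhibition of substrate cleavage by Csn5; Control set: substrate-only high control, full reaction low control.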
Active calls of the source: *; i = inactive; x = not tested or not shown; & = joins results of further samples; ! = not confirmed by another sample. Hits appear at their usual frequency; about 3.8% have a hit in one of these screens.

compound | Rin1 Abl inh | SUMO1 PPI mod | NadD block | DNMT1 inh | Neddylation inh | Rpn11 block | STEP block | LMPTP block | Scp-1 inhibitor | CSN inh
O=C(Nc1cccc2ncccc12)c1ccccc1[N+](=O)[O-] | 0 | -11 | 3 | 25 | i | i | 2 | 0.8 | -2 | 2
COc1ccccc1CCC(=O)N1CCN(S(=O)(=O)c2cccc(F)c2)CC1 | -1 | -56 | 7 | -6 | i | i | -2 | -9.3 | -1 | -5
COc1ccc(-c2cn(Cc3ccc(C)cc3)nn2)cc1 | 0 | -2 | 1 | 7 | i | i | 1 | 0.5 | -2 | -2
Clc1cccc(Cl)c1/C=C/c1nc2ccccc2[nH]1 | -1 | -11 | 0 | 0 | x | i | 18 | 3.5 | -4 | 0
CCCCCCn1c(SCC(=O)c2c(N)n(C)c(=O)n(C)c2=O)nc2ccccc21 | 0 | -2 | -4 | 12 | i | i | -3 | -1.5 | 41 | 2
O=C(NNC(=O)c1nn(-c2ccc(F)cc2)ccc1=O)c1ccc(Cl)cc1 | -2 | -24 | 1 | -2 | i | i | 1 | 1.3 | -14 | 3
O=C(O)c1cccc(NS(=O)(=O)c2ccc(S(=O)(=O)N3CCOCC3)cc2)c1 | -4 | 0 | -3 | -1 | i | i | -1 | 0.1 | 1 | 4
CC(C)C(NC(=O)c1c(F)cccc1F)C(=O)NCC(c1ccccc1)N(C)C (stereo not drawn) | -3 | -4 | -3 | -3 | i | i | -2 | -0.1 | 2 | -1
O=C1CCCC(O)=C1C1C2=C(CCCC2=O)Oc2ccccc21 (stereo not drawn) | -4 | -1 | 8 | -16 | i | i | 0 | 1.2 | -15 | 1
O=C(C1CCN(S(=O)(=O)c2cccc3nsnc23)CC1)N1CCN(c2ccccc2F)CC1 | -5 | -21 | 0 | -6 | i | i | 3 | 0.2 | 0 | -4
c1ccc(NCc2nnc3n2CCCCC3)cc1 | 3 | 0 | -1 | 1 | i | i | -2 | -0.1 | -5 | 5
Cc1ccc2c(CC(=O)Nc3ccc(F)c(S(=O)(=O)N4CCOCC4)c3)coc2c1 | -2 | -1 | -7 | -14 | i | i | 1 | 1.4 | -9 | 2
O=C(Nc1nnc(-c2ccc3c(c2)OCCO3)o1)c1ccc(Cc2ccccc2)cc1 | 4 | -2 | 48* | 29 | i | i | 6 | 2.4 | -15 | 8
Cc1onc(-c2c(Cl)cccc2Cl)c1C(=O)Nc1ccc2c(c1)OCO2 | 0 | 2 | 0 | -13 | i | i | 0 | 0.7 | -10 | -2
CC1(C(=O)Oc2ccccc2)Cc2ccccc2C(=O)O1 (stereo not drawn) | -1 | -2 | -2 | -2 | i | i | 0 | -1.4 | -4 | 4
CCOC(=O)[C@H](CCc1ccccc1)N[C@@H](C)C(=O)N1CCC[C@H]1C(=O)O | 1&2 | -1&-2 | -1&-1 | -3&3 | i | i | -2&-2 | -1.5&-2.2 | 4&6 | 4&2
O=C(CSc1nc2ccccc2nc1N1CCOCC1)N1CCN(c2ccccc2)CC1 | -4 | -1 | -3 | 0 | i | i | 2 | 1.0 | -5 | -6
CCCCN(C1CCS(=O)(=O)C1)S(=O)(=O)c1cc(C)ccc1C (stereo not drawn) | 0 | -5 | 1 | 1 | i | i | -1 | -1.7 | -1 | -2
CC(C)c1nnc(NC(=O)C2CCN(c3nc4ccccc4s3)CC2)s1 | -7 | 0 | 0 | -1 | i | i | 1 | 0.2 | -2 | 6
O=C(O)c1ccccc1-c1c2cc(I)c(=O)c(I)c-2oc2c(I)c(O)c(I)cc12 | 9&6 | 69* | 28*! | 34&50 | i | x | -75&-55 | 22&16 | 77* | -74&-75
Cc1cc(=O)n(CC(=O)Nc2cc(Cl)ccc2C)c(C(C)C)n1 | 1 | 4 | -2 | -1 | i | i | -4 | 0.3 | -3 | -3
CC(=O)N1CCN(C2=NC(=O)C(=C3CCCCC3)S2)CC1 | 1 | 1 | 4 | 2 | i | i | 2 | -0.5 | 1 | -3
CC(=O)Nc1c(O)n(C)c2ccccc12 | 1 | 10 | 0 | 2 | i | i | 2 | -1.7 | -1 | 0
CCCCN(c1ccccc1)S(=O)(=O)N(C)C | 3 | -4 | -3 | 2 | i | i | 2 | -1.5 | -5 | 1
CCc1ccccc1NC(=O)CCS(=O)(=O)c1ccc(OC)cc1 | 4 | 14 | -5 | 45 | i | i | 9 | -0.1 | 55* | 0
O=C(CSc1nnc(-c2ccccn2)n1Cc1ccco1)Nc1ccc2c(c1)OCO2 | 2 | 1 | -2 | -8 | i | i | 1 | -0.2 | -18 | 5
CN(CC(=O)Nc1ccc(F)cc1)C(=O)c1cccc(NS(=O)(=O)c2ccccc2)c1 | 2 | 4 | -3 | -1 | i | i | 2 | -1.8 | -13 | -4
CNC(=O)/C=C1\NC(C)(C)Cc2ccccc21 | 1 | -2 | -5 | -1 | i | i | 0 | -1.2 | -5 | 0
CC(C)(CNC(=O)c1cc2c(s1)CCCC2)N1CCOCC1 | -4 | 3 | -1 | 1 | i | i | -2 | -0.4 | 8 | -1
Cc1ccccc1CN1CCNC(=O)C1CC(=O)N(C)CCC1CCOCC1 (stereo not drawn) | -1 | 4 | 5 | -1 | i | i | 1 | -0.9 | -3 | 2

One compound at a time (already shown). Order of screens: Rin1 Abl inh	SUMO1 PPI mod	NadD block	DNMT1 inh	Neddylation inh	Rpn11 block	STEP block	LMPTP block	Scp-1 inhibitor	CSN inh
CN(CC(=O)Nc1ccc(F)cc1)C(=O)c1cccc(NS(=O)(=O)c2ccccc2)c1 is listed with 2	4	-3	-1	i	i	2	-1.8	-13	-4
O=C(CSc1nnc(-c2ccccn2)n1Cc1ccco1)Nc1ccc2c(c1)OCO2 is listed with 2	1	-2	-8	i	i	1	-0.2	-18	5
CC(=O)Nc1c(O)n(C)c2ccccc12 is listed with 1	10	0	2	i	i	2	-1.7	-1	0
CNC(=O)/C=C1\NC(C)(C)Cc2ccccc21 is listed with 1	-2	-5	-1	i	i	0	-1.2	-5	0
O=C1CCCC(O)=C1C1C2=C(CCCC2=O)Oc2ccccc21 (stereo not drawn) is listed with -4	-1	8	-16	i	i	0	1.2	-15	1

Going on with the list:
compound | Rin1 Abl inh | SUMO1 PPI mod | NadD block | DNMT1 inh | Neddylation inh | Rpn11 block | STEP block | LMPTP block | Scp-1 inhibitor | CSN inh
NC(c1csc(Nc2cc(NCCCO)ncn2)n1)c1ccccc1Cl (stereo not drawn) | 2 | 4 | 0 | -13 | i | i | 40 | 0.5 | x | 3
Cc1cc(C2=NNC(=NCc3ccccc3)SC2)c(C)n1-c1c(C)n(C)n(-c2ccccc2)c1=O | 0 | 0 | 14 | 23 | i | i | 4 | 10 | 3 | 1
CN(Cc1ccco1)S(=O)(=O)c1nnc(NC(=O)c2ccccc2Cl)s1 | 0 | 9 | -5 | 15 | i | i | -1 | 0.0 | -6 | 10
CCCCN1Cc2c(nc3cc(-c4ccco4)[nH]n3c2=O)C1=O | -2 | 4 | 2 | 21 | x | i | 8 | 0.6 | 8 | 17
COC(=O)c1sccc1-c1ccc(C(=O)Nc2ccccc2)o1 | -5 | -7 | -3 | -6 | i | i | 1 | 1.1 | -14 | 0
Cc1c(NC(=O)c2cc(-n3cnnc3)ccc2Cl)cccc1-c1nc2ccccc2s1 | -3 | -2 | 12 | -3 | i | i | -2 | 1.2 | 0 | 4
COc1ccc(N2CCN(C(=O)CSc3ncnc4scc(-c5ccc(C)cc5)c34)CC2)cc1 | -2 | 4 | 20 | -9 | i | i | -1 | 4.7 | 0 | -1
O=C(COc1cc(O)c2c(=O)cc(-c3ccccc3)oc2c1)c1ccccc1 | 1 | 1 | -2 | 8 | i | i | -6 | 3.5 | -9 | 5
COc1ccc(CN2C(=O)NC3(CCOc4ccccc43)C2=O)cc1F (stereo not drawn) | -3 | 0 | -7 | 0 | i | i | -1 | -1.3 | -9 | -4
Cc1cccnc1Nc1nc(-c2ccc(F)cc2)cs1 | -1 | 0 | -1 | -1 | i | i | 1 | 1.8 | -1 | -4
C=CCNC(=S)NN(c1ccccc1)c1ccccc1 | 0 | 6 | -2 | 0 | i | i | 0 | 0.5 | -8 | 3
COc1ccc(C(=O)Nc2ccccc2-c2ccccc2)cc1Cl | -3 | -1 | -10 | -2 | i | i | -2 | 0.7 | -10 | -15
Cc1ccc(S(=O)(=O)NC(C)C(c2cccs2)N2CCN(C)CC2)cc1 (stereo not drawn) | 2 | -5 | -5 | -1 | i | i | 3 | -0.2 | -1 | -1
CC(=O)c1c(-c2ccc(Cl)cc2Cl)noc1C | 0 | -2 | 1 | -3 | i | i | -3 | 0.2 | -1 | -4
Cc1nc(C(F)(F)F)ccc1C(=O)N1CCC1(C)C(=O)NCc1cccs1 (stereo not drawn) | -4 | 0 | -7 | 3 | i | i | 1 | -0.6 | x | -1
COc1ccccc1CNc1nc(Nc2cccc(-c3cnco3)c2)c2sccc2n1 | -2 | 1 | 40* | -32 | i | i | 3 | 51* | x | -5
COCc1c(C(=O)OC)nnn1-c1ccc(C(F)(F)F)cc1[N+](=O)[O-] | -6 | -15 | -1 | 0 | i | i | 0 | -1.6 | -2 | 2
Cc1nc(SCC(=O)Nc2cccc(S(=O)(=O)N3CCOCC3)c2)nc(C)c1C | 4 | 3 | 1 | -3 | i | i | -3 | -1.5 | -2 | 4
O=C(Nc1cccc(Oc2ccc3c(c2)C(=O)NC3=O)c1)c1ccco1 | 1 | -10 | 0 | -5 | i | i | -2 | -7.9 | -3 | 0
O=C(CSc1nnc2ccccn12)c1ccc(Cl)cc1 | 0 | 1 | 11 | 1 | i | i | -3 | 0.8 | -26 | 1
Cc1nc(C)c(-c2ccnc(/N=C/NO)n2)s1 | -4 | -3 | -8 | 1 | i | i | -1 | -1.7 | 4 | -3
Cc1ccc(S(=O)(=O)N2CCN(Cc3cccc(C)c3O)CC2)cc1 | -1 | -4 | -6 | -2 | i | i | -1 | 2.6 | -10 | 0
Cc1cc(=O)[nH]c(SCC(=O)N2CCCC2)n1 | -1 | 0 | -3 | 3 | i | i | -2 | -1.2 | -5 | 3
CCCCN1CC[C@@H]2C=CC[C@H](C(=O)OC)[C@@H]2C1=O | -3 | 0 | 2 | 2 | i | i | -2 | -2.3 | -1 | 4
CCc1ccccc1NC(=S)NC1CC2CCCC(C1)N2Cc1cccs1 (stereo not drawn) | 1 | 1 | -9 | 0 | i | i | 4 | -1.2 | 7 | -1
CC(C)OC(=O)NC(c1ccccc1)C(Cl)(Cl)Cl (stereo not drawn) | 3 | 0 | 2 | -1 | i | i | 4 | 0.5 | 0 | 2
Cc1ccc(NC2=CC(=O)OC(C)C2)cc1 (stereo not drawn) | 3 | 1 | -1 | -1 | i | i | 3 | 0.0 | 10 | 2
